TDP1 cell CPT – qHTS for Inhibitors of human tyrosyl-DNA phosphodiesterase 1 (TDP1): qHTS in cells in presence of CPT | Potency, µM (doses to about 46.2 µM), for the others: at the top dose activity change, negative = growth inhibition, hits mostly inhibitors | chicken DT40 Tdp1-/-;hTDP1 cells + 20 nM CPT, ATP luminescence, 48 h | actives 12% (n = 420,000); active = well fitted inhibition curve with a large enough effect; inconclusive = small, poorly fitted or top-dose-only effect; also: nearly all actives have a fitted effect of over 55% in size
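Chicken DT40 Tdp1-/- cells stably complemented with human TDP1 were seeded at 400 cells/well in medium containing 20 nM camptothecin, exposed to pin-transferred compounds, and grown at 37 °C for at least 48 hr. Viability was read as ATP luminescence.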
An asterisk follows results filed as active; u = inconclusive; [ ] = dose if it differs, or a comment. % is scaled to controls: 0 for no effect and ±100 for the full control effect; potency is read from the fitted curve at half-maximal effect.

SMILES	TDP1 cell CPT
COc1ccc(CN2C(=O)C(CC(=O)NCCCN(C)C)CC(C(=O)N(C)C)=C2C)cc1 (centres undefined)	16%
COc1ccccc1Cc1c(-c2ccc(C#N)cc2)nc2c3ccccc3ccn12	21µM*
CCc1nc2ccc(C(=O)N(C)CCCN(C)C)cn2c1N(CC)CCOC	18%
CCOC(=O)C1(C)CCCCN1C(=O)c1cccs1 (centres undefined)	-18%
CC(=O)N1CCCC(C)(C(=O)Nc2ccc3oc(C)nc3c2)C1 (centres undefined)	-10%
COc1cc(NC(=O)Nc2nc(C(N)Cc3ccc(C(F)(F)F)cc3)cs2)cc(OC)c1OC (centres undefined)	12µM*
CCCc1nc2ccc(C(=O)OC)cn2c1Cc1ccccc1	u
CCC1Cc2[nH]c(=S)[nH]c(=O)c2C(c2ccc(Cl)cc2)O1 (centres undefined)	15%
NC(Cc1ccc(F)cc1)c1csc(Nc2ccc(S(N)(=O)=O)cc2)n1 (centres undefined)	u
COCCCN1C(=O)C(CC(=O)NCc2cccc3ccccc23)CC(C(=O)N(C)C)=C1C (centres undefined)	-2%
CCOC(=O)[C@]12CCC=C1N(Cc1ccc3c(c1)OCO3)C(=O)[C@H](CC(=O)N1CCOCC1)C2	-14%
CC(C)CNC(=O)C1(C)CCCN1C(=O)c1ccc2ccccc2n1 (centres undefined)	4%
COc1ccc(NC(=O)N(C)C[C@@H]2OCc3cn(nn3)CCCC(=O)N([C@@H](C)CO)C[C@H]2C)cc1	2%
C/C=C/c1ccc2c(c1)O[C@@H](CN(C)C(=O)c1ccc(F)cc1)[C@@H](C)CN([C@H](C)CO)S2(=O)=O	u
COc1cccc(-c2ccc3c(c2)O[C@@H](CN(C)Cc2cncnc2)[C@@H](C)CN([C@H](C)CO)S3(=O)=O)c1	23µM*
O=C(CSc1ncccn1)N(Cc1cccnc1)C(CCc1ccccc1)c1nc2ccccc2[nH]1 (centres undefined)	-25%
OCC1=CC[N+]2(Cc3ccccc3)CCC(O)[C@@H]12 (some centres undefined)	7%[9.04 µM]
Cc1cccc(NC(=O)C(C)OC(=O)CNC(=O)C2CCCCC2)c1 (centres undefined)	-12%
C[C@H](CO)N1C[C@H](C)[C@@H](CN(C)S(=O)(=O)c2cccs2)OCc2cnnn2CCCC1=O	5%
COc1cccc(CNC(=O)[C@@H]2CCCN2C(=O)[C@H]2CCCCN2S(=O)(=O)c2ccc(OC)c(C)c2)c1	u
Cc1nc2ccc(C(=O)N3CCN(c4ccccc4)CC3)cn2c1N(C)C(=O)CCc1ccccc1	u
COc1ccc(C(NC(=O)C2CCN(CCOc3ccc(Cl)cc3Cl)CC2)c2ccccc2C)cn1 (centres undefined)	u
COc1ccc(C(=O)N2CCCCC2c2cc(C(=O)NCc3ccc(Cl)c(Cl)c3)no2)cc1 (centres undefined)	u
N#CCCN(Cc1ccccc1)C(C(=O)NC1CCCCC1)c1ccnc2ccccc12 (centres undefined)	u
C[C@@H]1CN([C@@H](C)CO)C(=O)c2cc(Br)cnc2O[C@H]1CN(C)C(=O)Cc1cccnc1	7%
CC1(C)OC(=O)C2=C(C[C@@H](CCOCc3ccccc3)O[C@@H]2c2ccc(F)cc2)O1	u
COc1cc(OC)nc(Nc2nc(CN)cs2)n1	-30%
CCOC(=O)C1(C)CCCN(C(=O)Cc2ccc3ccccc3c2)C1 (centres undefined)	29µM*
Cc1cc(F)cc(-c2cc(C(=O)NCC3CCCCC3)[nH]n2)c1	-23%
COC(=O)N(C)C[C@@H]1OCc2cnnn2CCCC(=O)N([C@@H](C)CO)C[C@H]1C	3%
CCC(=O)N1CCCC1(C)C(=O)Nc1cc(OC)ccc1OC (centres undefined)	9%
CCOC(=O)[C@]12CCC=C1N(Cc1ccco1)C(=O)[C@H](CC(=O)NCCc1ccccc1OC)C2	u
COc1ccc(Cl)cc1CC1(C)C(=O)Nc2ccc(-c3ccccc3OC)cc21 (centres undefined)	21µM*
O=C(OCc1ccccc1)N1CCC2CC1c1ccc(N3CCNCC3)cc12 (centres undefined)	9.2µM*
O=C(NCc1nnc2n1CCN(Cc1cc3c(cc1Cl)OCO3)CC2)c1cccc(F)c1	u
COC(=O)C[C@@H]1C[C@H]2c3cc(NC(=O)C4CCC4)ccc3O[C@H]2[C@@H](CO)O1	-2%
C=C1C(=O)OCC2C(C(=O)O)=CC3C(C)C(C)=CC123 (centres undefined)	18µM*
COc1cc(C)c(CN2C[C@H](Sc3ccccn3)C[C@H]2C(=O)N(C)C)cc1C	-43%
O=C(C(=O)N1CCC(c2ccccc2)CC1)c1ccc(F)c(F)c1	u
CC(C)C[C@@H](COCc1ccc(Cl)cc1)N1CCN(C(=O)c2ccc(C(F)(F)F)cc2)CCC1=O	u

As entered above.
Result of COC(=O)C[C@@H]1C[C@H]2c3cc(NC(=O)C4CCC4)ccc3O[C@H]2[C@@H](CO)O1 under TDP1 cell CPT: -2%
Result of C[C@@H]1CN([C@@H](C)CO)C(=O)c2cc(Br)cnc2O[C@H]1CN(C)C(=O)Cc1cccnc1 under TDP1 cell CPT: 7%

Additional entries follow.
SMILES	TDP1 cell CPT
CCn1c(SCC(=O)N2CCCCC2)nc2c([nH]c3ccccc32)c1=O	1%
CCOc1ccc(CN2CCOc3ccc(C(O)c4cccnc4)cc3C2)cc1 (centres undefined)	u
Cc1cccc(C)c1NC(=O)C(c1cccc2ccccc12)n1c(=O)c(-c2ccco2)nc2ccccc21 (centres undefined)	u
C[C@@H](c1ccccc1)N1C[C@@H](COCc2ccccc2)Oc2cc(N3CC[C@@H](O)C3)ccc2S1(=O)=O	u
COC(=O)[C@@]1(Sc2ccc(C)cc2)CC(=O)N(c2ccc(Cl)cc2)[C@@H]1c1ccccc1	u
O=C(Nc1ccc(F)c(Cl)c1)c1cc(C2CCCN(C(=O)C3CC3)C2)on1 (centres undefined)	u
COc1cccc(C=C(C#N)C(=O)c2ccccc2)c1	-5%
CC(=O)Nc1ccc(NC(=O)C2Cc3c(-c4cccc(C(C)=O)c4)ccnc3O2)cc1 (centres undefined)	2%
COc1cc(Cn2c3ccc(NC(=O)NCc4ccc(F)cc4)cc3c(=O)n2C)ccc1F	5.8µM*
Cn1nc(C2CC2)cc1NC(=O)C1(C)CCN1C(=O)CC(c1ccccc1)c1ccccc1 (centres undefined)	23µM*
CC12CCCC(=O)C1CCC(=Cc1ccco1)C2=O (centres undefined)	4%
O=C(NCCN1CCC(n2c(=O)[nH]c3ccccc32)CC1)c1cccnc1	-6%
CCOC1=C2CN(S(=O)(=O)c3ccc(C)cc3)C(c3ccc(CC)cc3)CC2N(S(=O)(=O)c2ccc(C)cc2)C(c2ccc(CC)cc2)C1 (centres undefined)	3.7µM*
CC(=O)N(CC(O)CO)c1c(I)c(C(=O)NCCO)c(I)c(C(=O)NCC(O)CO)c1I (centres undefined)	-7%
CC(=O)c1cccc(NC(=O)C2Cc3c(-c4ccccc4)ccnc3O2)c1 (centres undefined)	21µM*
COc1ccc(CN2CCOc3ccc(CN4CCC(O)(c5cccnc5)CC4)cc3C2)c(C)c1C	u
CSc1ncnc2c1ncn2CCCNCc1ccccn1	4%
CC1=C(C(=O)N(C(C)C)C(C)C)CC(CC(=O)NCCCCc2ccccc2)C(=O)N1Cc1ccccc1 (centres undefined)	u
CC1(C)NC(=O)C(CCc2ccccc2)NC1=O (centres undefined)	0%
O=C(OCc1ccccc1)N1CCC2CC1c1ccc(-c3ccc4c(c3)OCO4)cc12 (centres undefined)	u
COCCN1C(=O)COc2ccccc2C1C(=O)NC(C)(C)C (centres undefined)	-4%
CCC(c1nnnn1-c1ccc2c(c1)OCCO2)N1CCN(c2ccccn2)CC1 (centres undefined)	-1%
O=C(CSc1ccccn1)NC1CCCc2c1cnn2-c1ccccc1F (centres undefined)	-26%
CC(=O)Nc1ccc(-c2ccnc3c2CC(C(=O)NCc2ccccc2)O3)cc1 (centres undefined)	0.023µM*
CCCCCCN1C[C@@H](n2cc(C3CC3)nn2)[C@H](O)C[C@@H]1c1ccc(OC)cc1	18µM*
CCCCN1C(=O)C(CC(=O)NCCN2CCOCC2)CC(C(=O)N2CCCCCC2)=C1C (centres undefined)	-19%
COC(=O)[C@@]12C[C@@H](CC(=O)NCc3cccc4ccccc34)C(=O)N(Cc3ccc4c(c3)OCO4)C1=CCC(C)(C)C2	u
CC(C)(CNC(=O)c1cnn(-c2nccc(-c3cccs3)n2)c1C1CC1)N1CCOCC1	-11%[9.04 µM]
COc1cccc(C(O)c2nc(-c3cccc(F)c3)cs2)c1 (centres undefined)	u
CC1=C(C(=O)N(C)C)CC(CC(=O)NC2CCCC2)C(=O)N1Cc1ccccc1 (centres undefined)	2%
COc1cc2ccc(C(C)=O)cc2cc1OC	1%
CCCCNC(=O)C[C@@H]1C[C@@]2(C(=O)OC)CCCCC=C2N(Cc2ccco2)C1=O	u
CCOC(=O)[C@]12CCCC=C1N(Cc1cccc3ccccc13)C(=O)[C@H](CC(=O)NCc1ccccc1)C2	u
CC1(C(=O)NCC2CC2)Cc2c(-c3cccc(C(N)=O)c3)ccnc2O1 (centres undefined)	u
CCc1nnc(NC(=O)CSc2nnc(CNC(=O)c3ccccc3)o2)s1	-4%
CC(=O)NC(c1cccc(F)c1)c1nc(-c2csc3ccccc23)cs1 (centres undefined)	23µM*
NC(c1ccccc1)c1csc(NC(=O)Nc2cccc(C(F)(F)F)c2)n1 (centres undefined)	u
CC1=C(C(=O)N(C(C)C)C(C)C)CC(CC(=O)NC2CCCC2)C(=O)N1CCC1=CCCCC1 (centres undefined)	u
COCCN1C(=O)CCC1(C)c1nnnn1Cc1ccccc1 (centres undefined)	-3%
CC(C)c1c(C(=O)N2CCN(CCO)CC2)cnn1-c1nccc(-c2cccs2)n1	26%[9.04 µM]
CC(C)N1CC2(CC(c3ccccc3C(F)(F)F)=NO2)CN1C(=O)c1ccco1 (centres undefined)	u
COc1ccc(CN2CCOc3c(O)cc(-c4cc(C)c5ccc(F)cc5n4)cc3C2)c(O)c1	u
Cc1cccc(Nc2cc(=O)n(C)c(=O)n2C)c1	-13%
COc1ccc(CN2C(=O)C(CC(=O)NC(c3ccccc3)c3ccccc3)CC(C(=O)N(C(C)C)C(C)C)=C2C)cc1 (centres undefined)	u
O=C(CC1CCCC1)N1CCN(S(=O)(=O)c2c(F)cccc2F)CC1	0%
CC(C)C(=O)N1CCC1(C)C(=O)Nc1nc2ccccc2[nH]1 (centres undefined)	-1%
COc1ccc([C@H]2CC(=O)C[C@@H](CCn3cc(C)nn3)O2)cc1	1%
C[C@@H]1CN([C@H](C)CO)S(=O)(=O)c2ccc(-c3cccc(C(=O)N(C)C)c3)cc2O[C@H]1CN(C)C(=O)Nc1ccc(F)cc1	u
COc1ccc(C=C2CS(=O)(=O)CC(=Cc3ccc(OC)cc3)C2=O)cc1	1.8µM*
COc1ccccc1Cc1c(-c2ccc(Cl)cc2)nc2ccc(Br)cn12	21µM*
Cc1ccc(-c2cc3nc(NCCOc4ccccc4Cl)n(C)c(=O)c3s2)cc1	u
CC(=O)Nc1cc(-c2ccc(CO)cc2)cn2c(-c3cccc(C(F)(F)F)c3)cnc12	18µM*
COC(=O)c1cc(=O)nc(NN=Cc2ccco2)s1	-20%
O=C(NCc1ccc(Cl)c(Cl)c1)c1cc(C2CCCCN2C(=O)c2ccccn2)on1 (centres undefined)	10µM*
COc1ccc2oc3cc(Cl)ccc3c(=O)c2c1	-26%
CCN1CCCC1CNC(=O)c1cnn(-c2nccc(-c3cc(OC)ccc3OC)n2)c1C (centres undefined)	10%
Cc1ccc2nc(-c3cccc(Br)c3)c(Cc3cccc(Cl)c3)n2c1	u
Cc1ccc([C@@H]2C[C@H]3[C@@H](CN2S(=O)(=O)c2ccc(C)cc2)C(=O)C[C@@H](c2ccc(Cl)cc2)N3S(=O)(=O)c2ccc(C)cc2)cc1	-5%
COc1ccc(N2CC(C(=O)Nc3nnc(SCC(=O)Nc4ccc(NC(C)=O)cc4)s3)CC2=O)cc1 (centres undefined)	-2%
CCOCCC(=O)Nc1ccc2c(c1)c(=O)n(C)n2-c1ccccc1F	-27%
CC1CC(C)CN(C(CCc2ccccc2)C(=O)NC2CCCCC2)C1 (centres undefined)	u

14 structures already listed, sorted by heavy-atom count, largest number first.
SMILES	TDP1 cell CPT
Cc1ccc([C@@H]2C[C@H]3[C@@H](CN2S(=O)(=O)c2ccc(C)cc2)C(=O)C[C@@H](c2ccc(Cl)cc2)N3S(=O)(=O)c2ccc(C)cc2)cc1	-5%
COc1ccc(CN2C(=O)C(CC(=O)NC(c3ccccc3)c3ccccc3)CC(C(=O)N(C(C)C)C(C)C)=C2C)cc1 (centres undefined)	u
COc1ccc(N2CC(C(=O)Nc3nnc(SCC(=O)Nc4ccc(NC(C)=O)cc4)s3)CC2=O)cc1 (centres undefined)	-2%
COc1ccc(CN2CCOc3c(O)cc(-c4cc(C)c5ccc(F)cc5n4)cc3C2)c(O)c1	u
CCN1CCCC1CNC(=O)c1cnn(-c2nccc(-c3cc(OC)ccc3OC)n2)c1C (centres undefined)	10%
CC(=O)Nc1cc(-c2ccc(CO)cc2)cn2c(-c3cccc(C(F)(F)F)c3)cnc12	18µM*
CC(C)N1CC2(CC(c3ccccc3C(F)(F)F)=NO2)CN1C(=O)c1ccco1 (centres undefined)	u
COc1ccc(C=C2CS(=O)(=O)CC(=Cc3ccc(OC)cc3)C2=O)cc1	1.8µM*
CC1CC(C)CN(C(CCc2ccccc2)C(=O)NC2CCCCC2)C1 (centres undefined)	u
Cc1ccc2nc(-c3cccc(Br)c3)c(Cc3cccc(Cl)c3)n2c1	u
COc1ccc([C@H]2CC(=O)C[C@@H](CCn3cc(C)nn3)O2)cc1	1%
CC(C)C(=O)N1CCC1(C)C(=O)Nc1nc2ccccc2[nH]1 (centres undefined)	-1%
COC(=O)c1cc(=O)nc(NN=Cc2ccco2)s1	-20%
COc1ccc2oc3cc(Cl)ccc3c(=O)c2c1	-26%

Only part of the results is shown; rates above refer to the full screens.
